Screening data: PubChem BioAssay, National Center for Advancing Translational Sciences (NCATS)
L3MBTL1 inh = qHTS Assay for the Inhibitors of L3MBTL1. Lethal(3)malignant brain tumor-like protein 1 (Homo sapiens), Q9Y468. AlphaScreen L3MBTL1–H3K9me1 peptide binding. Potency, µM (highest dose often 57.1 µM), for inactives: at the highest dose activity, negative = inhibition, actives largely listed as inhibitors. 230,000 compounds, 0.66% hits. AID 485360, 2010; further: nearly all actives have a fitted effect of over 60% in size
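Displacement of a biotinylated histone H3(1-15) peptide monomethylated at Lys9 (75 nM) from L3MBTL1 (50 nM) was measured by AlphaScreen after a 30 min room-temperature compound incubation; cefsulodin titration served as intraplate control.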
Tau FP inhib = qHTS for Inhibitors of Tau Fibril Formation, Fluorescence Polarization | Microtubule-associated protein tau (Homo sapiens), P10636 | K18 P301L tau heparin fibrillization, Alexa594 FP, 6 h | Potency, µM (top dose mostly 57.7 µM), for the others: at the highest dose activity, negative = inhibition, most hits filed as inhibitors | 280,000 compounds, 0.39% hits | AID 1468, 2008; further: nearly all actives have a fitted effect of over 55% in size
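Read-out: fluorescence polarization of Alexa 594-labeled tau (0.24 uM), 555 nm excitation, 632 nm emission. Mixtures held 15 uM unlabeled K18 P301L, compound and 20 uM heparin, pH 7 acetate buffer, incubated 6 hr at 37 C.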
Tau ThT inhib = qHTS for Inhibitors of Tau Fibril Formation, Thioflavin T Binding. recombinant tau K18 P301L (four-repeat tau fragment), heparin-induced fibrillization, ThT fluorescence. Potency, µM (series often up to 57.4 µM), inactives show at the highest dose activity, negative = inhibition, usual class: inhibitors. 270,000 compounds, 2.1% hits; further: nearly all actives have a fitted effect of over 55% in size
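Tau K18 P301L fragment (15 uM unlabeled plus 0.24 uM Alexa 594-labeled) in 100 mM sodium acetate pH 7 with compound, fibrillization induced by 20 uM heparin for 6 hr at 37 C. Thioflavin T (30 uM) added, fluorescence read after 1 hr (ex 450, em 510 nm).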
GoLoco inh red = qHTS Assay for Inhibitors of RGS12 GoLoco Motif Activity (Red Fluorophore). Guanine nucleotide-binding protein G(i) subunit alpha-1 (Homo sapiens), P63096. Gai1:RGS12 GoLoco peptide FP, rhodamine, 10 min. Potency, µM (highest dose often 61.6 µM), inactives show at the highest dose activity, negative = inhibition, hits mostly inhibitors. 230,000 compounds, 0.44% hits; active means well fitted inhibition curve with a large enough effect, not every such curve was filed as active; inactive means no such curve, though single readings can be large or run the other way; further: nearly all actives have a fitted effect of over 30% in size; many of its hits are not listed in these tables
JMJD2E inh = qHTS Assay for Inhibitors of Human Jumonji Domain Containing 2E (JMJD2E). JMJD2E catalytic domain, FDH-coupled NADH fluorescence (FDH is formaldehyde dehydrogenase). AID 2147, 2009. Potency, µM (highest dose often 57.1 µM), for the others: at the top dose activity change, negative = inhibition, hits mostly inhibitors. Lysine-specific demethylase 4E (Homo sapiens), B2RXH2. 230,000 compounds, 1.6% hits; active means well fitted inhibition curve with a large enough effect, not every such curve was filed as active; inconclusive means small, poorly fitted or top-dose-only effect, or another doubt; inactive means no such curve, though single readings can be large or run the other way;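 further: 0% = wells with enzyme and -100% = buffer wells without enzyme; nearly all actives have a fitted effect of over 50% in size; many of its hits are not listed in these tables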
TRb-SRC2 inh = qHTS for Inhibitors of the Interaction of Thyroid Hormone Receptor and Steroid Receptor Coregulator 2; AID 1469, 2008; 280,000 compounds, 0.065% hits; TRbeta-SRC2 peptide binding, fluorescence polarization; receptor liganded with 1 µM T3; Potency, µM (series often up to 106 µM), for inactives: at the highest dose activity change, negative = inhibition, usual class: inhibitors; Thyroid hormone receptor beta (Homo sapiens), P10828;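 further: plate controls were bound peptide for no effect and peptide without receptor for full effect; nearly all actives have a fitted effect of over 50% in size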
Target sequence (P10828 whole entry, looked up): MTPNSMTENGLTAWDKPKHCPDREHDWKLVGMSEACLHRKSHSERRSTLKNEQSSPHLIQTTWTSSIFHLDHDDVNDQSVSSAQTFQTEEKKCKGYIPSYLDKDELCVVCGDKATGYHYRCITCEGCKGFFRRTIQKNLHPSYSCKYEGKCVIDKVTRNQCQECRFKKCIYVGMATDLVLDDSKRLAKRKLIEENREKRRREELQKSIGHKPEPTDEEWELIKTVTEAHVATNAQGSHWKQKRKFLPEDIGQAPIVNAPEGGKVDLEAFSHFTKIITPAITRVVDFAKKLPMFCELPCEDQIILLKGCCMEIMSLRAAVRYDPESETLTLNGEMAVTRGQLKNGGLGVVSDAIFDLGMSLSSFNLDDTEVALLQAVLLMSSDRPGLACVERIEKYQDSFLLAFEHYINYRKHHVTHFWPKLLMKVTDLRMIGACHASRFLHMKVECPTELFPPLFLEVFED
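TRb LBD 0.6 uM + Texas Red SRC2 peptide 20 nM, 1 uM T3, Tris buffer w/ 5% DMSO; compound pinned, 5 h RT; FP read ex 555/em 632; normalized to unbound and bound controls.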
TR SRC2 fluor cs = Total Fluorescence Counterscreen for Inhibitors of the Interaction of Thyroid Hormone Receptor and Steroid Receptor Coregulator 2; TRb/SRC2 Texas Red total fluorescence interference; Potency, µM (highest dose often 106 µM), for the others: at the top dose fluorescence change, negative = quenching; 280,000 compounds, 0.29% hits; AID 1479, 2009; active means well fitted curve in either direction with a large enough effect; inconclusive means small, poorly fitted or top-dose-only effect
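Flags fluorescent or light-absorbing compounds by total fluorescence, S + 2P, at 555 nm excitation and 632 nm emission. Mixture: 20 nM Texas Red SRC2 peptide, 0.6 uM human TRb LBD, 1 uM T3, 5% DMSO; compound exposure 5 h at ambient temperature.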
RECQ1 inh = qHTS Assay for Inhibitors of RecQ-Like Dna Helicase 1 (RECQ1); ATP-dependent DNA helicase Q1 (Homo sapiens), P46063; RECQ1 DNA unwinding, red fluorescence kinetic read; Potency, µM (top dose mostly 57.3 µM), for inactives: at the top dose activity, negative = inhibition, actives largely listed as inhibitors; 240,000 compounds, 0.54% hits;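 further: plate controls were vehicle for no effect and no enzyme for full effect; nearly all actives have a fitted effect of over 30% in size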
Target sequence (P46063 whole entry, looked up): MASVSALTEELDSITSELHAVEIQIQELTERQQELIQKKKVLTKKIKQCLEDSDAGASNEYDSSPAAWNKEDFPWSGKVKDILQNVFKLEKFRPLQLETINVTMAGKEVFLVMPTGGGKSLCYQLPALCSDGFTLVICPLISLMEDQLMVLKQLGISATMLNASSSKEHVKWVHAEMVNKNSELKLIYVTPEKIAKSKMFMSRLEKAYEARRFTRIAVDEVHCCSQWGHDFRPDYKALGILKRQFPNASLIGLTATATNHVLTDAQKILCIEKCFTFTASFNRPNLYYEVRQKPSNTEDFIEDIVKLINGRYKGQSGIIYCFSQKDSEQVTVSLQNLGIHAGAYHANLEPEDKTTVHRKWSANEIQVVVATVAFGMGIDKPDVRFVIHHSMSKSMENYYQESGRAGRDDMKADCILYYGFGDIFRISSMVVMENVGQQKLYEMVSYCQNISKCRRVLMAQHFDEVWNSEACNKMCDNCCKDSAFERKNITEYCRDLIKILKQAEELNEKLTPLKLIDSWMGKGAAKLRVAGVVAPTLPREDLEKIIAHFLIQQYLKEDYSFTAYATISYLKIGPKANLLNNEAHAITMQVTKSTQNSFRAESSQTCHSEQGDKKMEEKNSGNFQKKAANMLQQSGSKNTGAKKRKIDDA
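50 nM RECQ1T1 preincubated 15 min with compound in Tris pH 8.0 buffer with MgCl2, DTT, Tween-20 and 2.5 ug/ml poly(dI-dC); started with 200 nM TAMRA/BHQ-2 forked duplex and 2 mM ATP. Unwinding read as fluorescence (525/598 nm), two reads 2 h apart.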
Starred values were filed as active, the others as inactive; i = inactive; u = inconclusive; x = not tested or not shown; [ ] = dose if it differs, or a comment. Unless noted, the call rests on the fitted dose curve; in most records, active means well fitted curve in the direction sought with a large enough effect; inconclusive means small, poorly fitted or top-dose-only effect, or another doubt; inactive means no such curve, though single readings can be large; an effect the other way counts as inactive or inconclusive. Unless noted, on the % scale 0 is the no-effect control and ±100 the full control effect; potency means the concentration at half of the fitted maximal effect. Not all compounds are listed; count on the stated rates, not on these rows.

The line under a structure holds: L3MBTL1 inh	Tau FP inhib	Tau ThT inhib	GoLoco inh red	JMJD2E inh	TRb-SRC2 inh	TR SRC2 fluor cs	RECQ1 inh
> O=C(CCCN1C(=O)c2ccccc2C1=O)Nc1nncs1
→ 2%	0%	-4%	0%	2%	2%	1%	-4%
> Cc1onc(-c2ccccc2)c1C(=O)N=C(N)c1ccc(Cl)cc1
→ 13%	0%	-6%	-1%	3%	-2%	-3%	i
> O=Cc1ccc(OCC(=O)N2CCOCC2)cc1
→ 4%	-5%	-4%	2%	-18%	4%	0%	-6%
> CCCOc1ccc(N2C(=O)CC(N3CCC(c4nncn4CC)CC3)C2=O)cc1 (stereo unspecified)
→ x	3%	-5%	16%	4%	2%	2%	i
> O=C1c2oc3ccccc3c(=O)c2C(c2cccs2)N1CCCN1CCOCC1 (stereo unspecified)
→ 0%	-4%	-14%	3%	u	-1%	-5%	3%
> O=[N+]([O-])c1cc(C(F)(F)F)cc([N+](=O)[O-])c1Sc1n[nH]c(C(F)(F)F)n1
→ -19%	0%	u	12%	-19%	0%	-7%	-15%
> CCOC(=O)c1cnc(-n2nc(C)cc2C)nc1NNc1ncc(-c2ccccc2)cn1
→ -7%	9%	u	-1%	u	5%	-1%	14%
> Cc1cc(=O)[nH]c(SCC(=O)NC2CCCc3ccccc32)n1 (stereo unspecified)
→ -7%	u	-7%	3%	5%	-8%	-2%	5%
> Cc1ccc(NC(=O)C(=O)NCc2ccccn2)cc1
→ 24%	-1%	-11%	5%	0%	3%	0%	-2%
> CN(C)c1ccc(NC(=O)Cn2c(SCc3ccc(F)cc3)nc3cccnc32)cc1
→ x	10%	-3%	x	x	-2%	1%	x
> O=C(COC(=O)c1cc(Cl)ccc1Cl)NCCN1C(=O)CSC1=O
→ -4%	-2%	0%	-13%	5%	7%	-3%	i
> COc1ccc(C(=O)/C=C/C(=O)N(Cc2ccc3c(c2)OCO3)C(C(=O)NC2CCCCC2)c2ccncc2)c(O)c1 (stereo unspecified)
→ -11%	11%	-15%	12%	u	-1%	1%	-16%
> CCOC(=O)/C(C#N)=C\c1ccco1
→ -3%	-9%	-16%	26%	2%	8%	3%	-16%
> O[C@@H]1COC(Nc2ccc(N=Nc3ccccc3)cc2)C[C@@H]1O (stereo partly specified)
→ x	12%	x	5%	4%	3%	-5%	i
> COc1cccc(C(=O)N2CCCCC2CCN2CCCCC2)c1 (stereo unspecified)
→ x	0%	4%	x	x	1%	1%	x
> Cc1ccc2c(c1C)NC(=O)C21N2CCCC2C(C(=O)c2ccc3ccccc3c2)C12C(=O)Nc1ccccc12 (stereo unspecified)
→ x	5%	u	22%	5%	-9%	-2%	3%
> CCOC(=O)c1sc(C)c2c(=O)n(CC(=O)c3ccc(Br)cc3)nnc12
→ -3%	-3%	-10%	5%	12%	0%	-4%	-5%
> O=C(c1ccc2c(c1)OCO2)C1CCCN(Cc2ccc3cccc(F)c3n2)C1 (stereo unspecified)
→ -11%	-3%	-5%	12%	-5%	-7%	-1%	-5%
> CCOc1ccc(-c2c(C)nn3c(C)c(C(=O)NCc4cccc(OC)c4)cnc23)cc1OCC
→ x	8%	-17%	x	x	-4%	-15%	x
> O=C1C2C3C=CC(C3)C2C(=O)N1c1nccs1 (stereo unspecified)
→ 6%	-10%	-5%	11%	-6%	-14%	-4%	-1%

Some of the entries above in another layout.
compound	L3MBTL1 inh	Tau FP inhib	Tau ThT inhib	GoLoco inh red	JMJD2E inh	TRb-SRC2 inh	TR SRC2 fluor cs	RECQ1 inh
O=C(c1ccc2c(c1)OCO2)C1CCCN(Cc2ccc3cccc(F)c3n2)C1 (stereo unspecified)	-11%	-3%	-5%	12%	-5%	-7%	-1%	-5%
CCOc1ccc(-c2c(C)nn3c(C)c(C(=O)NCc4cccc(OC)c4)cnc23)cc1OCC	x	8%	-17%	x	x	-4%	-15%	x

Laid out differently: entries from further up
mol | L3MBTL1 inh | Tau FP inhib | Tau ThT inhib | GoLoco inh red | JMJD2E inh | TRb-SRC2 inh | TR SRC2 fluor cs | RECQ1 inh
O=[N+]([O-])c1cc(C(F)(F)F)cc([N+](=O)[O-])c1Sc1n[nH]c(C(F)(F)F)n1 | -19% | 0% | u | 12% | -19% | 0% | -7% | -15%
CCOC(=O)c1cnc(-n2nc(C)cc2C)nc1NNc1ncc(-c2ccccc2)cn1 | -7% | 9% | u | -1% | u | 5% | -1% | 14%
Cc1cc(=O)[nH]c(SCC(=O)NC2CCCc3ccccc32)n1 (stereo unspecified) | -7% | u | -7% | 3% | 5% | -8% | -2% | 5%
Cc1ccc(NC(=O)C(=O)NCc2ccccn2)cc1 | 24% | -1% | -11% | 5% | 0% | 3% | 0% | -2%
CN(C)c1ccc(NC(=O)Cn2c(SCc3ccc(F)cc3)nc3cccnc32)cc1 | x | 10% | -3% | x | x | -2% | 1% | x
O=C(COC(=O)c1cc(Cl)ccc1Cl)NCCN1C(=O)CSC1=O | -4% | -2% | 0% | -13% | 5% | 7% | -3% | i

(list continues)
The line under a structure holds: L3MBTL1 inh	Tau FP inhib	Tau ThT inhib	GoLoco inh red	JMJD2E inh	TRb-SRC2 inh	TR SRC2 fluor cs	RECQ1 inh
> Cc1ccc(NC(=O)CSc2nnc(Cc3cccn3C)n2-c2ccc(F)cc2)cc1
→ -11%	0%	-11%	1%	1%	1%	1%	-5%
> CCOC(=O)C1CCCCN1Cc1cn[nH]c1-c1ccc(F)cc1F (stereo unspecified)
→ 6%	-4%	-7%	-2%	2%	-1%	1%	-4%
> CCN(CC)c1ccc(NC(=O)CN2C(=O)CC(C)(C)S(=O)(=O)c3ccccc32)c(C)c1
→ -2%	-9%	-10%	-29%	u	-21%	5%	i
> CCCCOC(=O)c1ccc(NC(=O)c2cnc3n(c2=O)CCS3)cc1
→ 5%	0%	u	x	-1%	6%	-2%	-2%
> COc1cccc(-c2cc(C(=O)N3N=C(C)CC3(O)C(F)F)c3ccccc3n2)c1 (stereo unspecified)
→ x	-2%	-11%	51%[activator]	-3%	1%	-1%	0%
> CCN(CCCNC(=O)c1nn(-c2ccc(OC)cc2)c(=O)c2c1c1ccccc1n2C)c1cccc(C)c1
→ x	1%	-1%	x	x	1%	0%	x
> FC(F)(F)c1cnc(NNC(=S)Nc2ccc(Cl)cc2)c(Cl)c1
→ -10%	0%	u	-1%	u	-4%	-1%	-7%
> CCOC(Cn1c(CCCO)nc2ccccc21)OCC
→ x	0%	-4%	13%	6%	-4%	-7%	-15%
> O=S(=O)(N/N=C/c1ccc2c(c1)OCCO2)c1ccccc1
→ 33%[activator]	-5%	-10%	-8%	0%	-4%	-13%	-6%
> CN(C(=O)COC(=O)C1CCN(S(=O)(=O)c2cccs2)CC1)c1ccccc1
→ x	1%	-4%	6%	11%	3%	-3%	i
> O=C1CC(c2cccc(F)c2)c2c(c3ccccc3[nH]c2=O)O1 (stereo unspecified)
→ -5%	-4%	-8%	7%	u	7%	-5%	0%
> N[C@@H](Cc1cc(I)c(Oc2ccc(O)cc2)c(I)c1)C(=O)O
→ x	-3%	-15%	-2%	x	5%	0%	i
> O=C(CN1CCN(c2ccc(F)cc2)CC1)N1N=CCC1c1ccccc1 (stereo unspecified)
→ -3%	-2%	-2%	-2%	3%	-3%	-5%	-2%
> CN(Cc1cnn(C)c1)Cc1nc(C(c2ccccc2)c2ccccc2)no1
→ -2%	1%	-8%	-5%	-4%	-5%	-1%	-16%
> COc1cccc(CNS(=O)(=O)c2c(C)nc3scc(C)n3c2=O)c1
→ x	2%	0%	x	x	-3%	0%	x
> OC(CNCc1ccccc1Cl)C(F)(F)F (stereo unspecified)
→ -1%[11.4 µM]	2%	0%	9%	2%	-3%	-6%	i
> CN(C)C(=O)c1ccccc1Sc1cc(Cl)ccc1Cl
→ -2%	-5%	-2%	-10%	-6%	-2%	-6%	-8%
> Cc1cccc(-c2nc3c4ccccc4nc(N4CCN(c5ccccc5F)CC4)n3n2)c1
→ x	-4%	-3%	x	x	-4%	u	x
> CC(=O)NCCNc1nc(-c2ccccc2Cl)nc2ccccc12
→ x	-8%	-8%	2%	-25%	-3%	-5%	-9%
> O=c1c([N+](=O)[O-])c(N2CCCCCC2)c2ccccc2n1-c1ccccc1
→ -3%	-2%	-4%	1%	5%	-13%	0%	-5%

Following part
The line under a structure holds: L3MBTL1 inh	Tau FP inhib	Tau ThT inhib	GoLoco inh red	JMJD2E inh	TRb-SRC2 inh	TR SRC2 fluor cs	RECQ1 inh
> CC(C)CC1NC(=O)N(CC(=O)c2ccc3c(c2)OCCO3)C1=O (stereo unspecified)
→ 1%	8%	-12%	8%	u	6%	-5%	i
> CC1CCc2nc(NC(=O)c3ccc(S(=O)(=O)N4CCCc5ccccc54)cc3)sc2C1 (stereo unspecified)
→ -2%	-3%	-22%	x	-2%	2%	-5%	-8%
> CCN=c1scc(C)n1/N=C/c1cc(Br)c(O)c(OC)c1
→ x	16%	u	-15%	u	0%	-1%	i
> CCc1nc2sc3c(c2c(=O)n1N)CC(C)(C)OC3
→ -5%	7%	5%	-5%	11%	-2%	-3%	-2%
